Bioassay records from PubChem BioAssay.
GASC-1 inh – blocks human GASC-1 demethylase activity; Q9H3R0; GST-JMJD2C(1-420) H3K9me3 demethylation, DELFIA europium; inhibition, % at 2.35 µM; hit rate 0.069% among 330,000;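 active = more than half of a compound's replicate wells show inhibition beyond 50%, single wells judged on their own value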;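 note: signal counts dimethyl H3K9 product captured on neutravidin plate; 0% = median of DMSO wells and 100% = 0.3 times that DMSO median; strong numbers were not always called active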
Target sequence (Q9H3R0 1-420 limits assumed): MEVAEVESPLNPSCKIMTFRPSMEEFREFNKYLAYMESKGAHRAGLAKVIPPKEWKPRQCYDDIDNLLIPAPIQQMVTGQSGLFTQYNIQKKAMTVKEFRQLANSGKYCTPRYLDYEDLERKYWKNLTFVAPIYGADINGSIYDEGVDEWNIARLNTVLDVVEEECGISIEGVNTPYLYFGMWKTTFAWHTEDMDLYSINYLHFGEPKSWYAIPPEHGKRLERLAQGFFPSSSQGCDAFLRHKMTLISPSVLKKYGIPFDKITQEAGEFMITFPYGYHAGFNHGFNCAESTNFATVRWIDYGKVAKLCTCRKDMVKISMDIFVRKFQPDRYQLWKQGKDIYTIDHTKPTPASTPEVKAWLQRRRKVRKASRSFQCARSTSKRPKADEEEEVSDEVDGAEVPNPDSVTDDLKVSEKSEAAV
EBNA-1 inh – blocks EBNA-1 binding to DNA; EBNA-1 DNA binding, fluorescence polarization; AID 1950; inhibition, % at 14.8 µM; hit rate 0.34% among 300,000; in the data active = inhibition above about 28%
ZTA counter – counter-screen for EBNA-1 inhibitors: inhibitors of Epstein-Barr virus ZTA. P03206. ZTA-DNA binding, fluorescence polarization. inhibition, % at 11 µM. hit rate 0.15% among 320,000. AID 2234; in the data active = inhibition above about 33%
Target sequence (P03206 whole entry, looked up): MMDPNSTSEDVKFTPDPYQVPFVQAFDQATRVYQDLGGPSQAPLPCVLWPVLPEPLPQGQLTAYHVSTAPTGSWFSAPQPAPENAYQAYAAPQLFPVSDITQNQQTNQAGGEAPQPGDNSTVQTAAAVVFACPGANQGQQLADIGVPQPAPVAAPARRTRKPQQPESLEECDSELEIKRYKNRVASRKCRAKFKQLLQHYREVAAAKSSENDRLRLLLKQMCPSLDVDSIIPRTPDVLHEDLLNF
core dimer inh – blocks dimerization of HCV core protein; TR-FRET GST/Flag-core106 dimerization, 1536-well; inhibition, % at 5 µM; hit rate 0.33% among 300,000; AID 1899;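 active = inhibition above the mean of all tested compounds plus 3 SD, set per screening campaign, cut at about 45% in these data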
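Assay system: tagged HCV core106 pair (GST and Flag); medium: KF-containing HEPES buffer, pH 7.45, DTT, CHAPS, BSA; also added: Eu donor and XL665 acceptor anti-tag antibodies; dosing: 5 µM single dose; timing: compound-protein-antibody incubation 4 h at 22.5 °C; signal: TR-FRET 671 and 617 nm emission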
PP5 inh – inhibitors of human protein phosphatase 5 (PP5); purified PP5c, OMFP substrate fluorescence; inhibition, % at 6.7 µM; hit rate 0.18% among 320,000;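 active = inhibition above the campaign's mean inhibition across all tested compounds plus 3 SD, cut at about 9.5% in these data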;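 note: 0% = DMSO only and 100% = 100 µM cantharidin control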
CR mimetic SO – yeast age-related superoxide inhibition as caloric restriction mimetic | S. cerevisiae aged cells, superoxide DHE fluorescence; active compounds read low | superoxide response (% of plate mean), % at 10 µM | hit rate 0.18% among 330,000;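 active = superoxide response under a set limit, about three screen SD below normal, cut at about 65% in these data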;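 note: yeast aged for seven days with compound at 30 °C before DHE staining; 100% = average MFI of all compound-treated wells on the plate with controls excluded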
CTSL1 counter – cathepsin L1 inhibition, PFM18AAP counter-screen; recombinant F. hepatica cathepsin L1, Z-Leu-Arg-MCA fluorescence; inhibition, % at 5.96 µM; hit rate 0.49% among 300,000; AID 1906;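 active = inhibition above the mean of all tested compounds plus 3 SD, set per screening campaign, cut at about 17% in these data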;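 note: 0% = plate median of test compound wells and 100% = 1 µM Z-Phe-Ala-diazomethylketone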
TPT1 inh – C. albicans TPT1 enzyme inhibition; recombinant caTPT1, FP RNA substrate dephosphorylation; inhibition, % at 5 µM; hit rate 0.81% among 300,000; AID 1962;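 active = inhibition above the mean of all tested compounds plus 3 SD, set per screening campaign, cut at about 24% in these data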;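 note: plate controls were DMSO alone for no effect and ferristatin control at 100 nM for full effect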
PP1 inh – blocks human PP1-alpha phosphatase, a PP5 counter-screen; inhibition, % at 6.7 µM; AID 2235; hit rate 0.9% among 320,000; purified PP1alpha, OMFP fluorescence; P62136;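 active = inhibition above the mean inhibition of all tested compounds plus 3 SD, computed separately for each screening campaign, cut at about 15% in these data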
Target sequence (P62136 whole entry, looked up): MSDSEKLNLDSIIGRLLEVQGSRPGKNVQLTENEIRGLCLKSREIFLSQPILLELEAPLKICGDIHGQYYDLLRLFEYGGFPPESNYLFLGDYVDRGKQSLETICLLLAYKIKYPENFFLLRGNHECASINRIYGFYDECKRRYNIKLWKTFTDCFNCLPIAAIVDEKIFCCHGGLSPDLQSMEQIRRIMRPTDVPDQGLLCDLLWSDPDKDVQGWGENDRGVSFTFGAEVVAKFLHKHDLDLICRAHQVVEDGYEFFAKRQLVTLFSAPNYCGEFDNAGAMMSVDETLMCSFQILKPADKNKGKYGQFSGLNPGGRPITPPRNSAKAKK
Active calls of the source: *; / = no result given; & = joins results of further samples. Outcome played no part in choosing rows; about 3.1% have a hit in one of these screens.

SMILES	GASC-1 inh	EBNA-1 inh	ZTA counter	core dimer inh	PP5 inh	CR mimetic SO	CTSL1 counter	TPT1 inh	PP1 inh
COc1ccccc1-n1cnnc1SCC(=O)Nc1ccccc1	4	-11	-2	-4	2.3	103	2	-2	-1
c1ccc2c(c1)OCC(CNCC1COc3ccccc3O1)O2 (stereo not drawn)	-18	13	-1	-2	-0.5	88	1	1	0
O=C(NNc1cccc(Cl)n1)c1ccc(Cl)nc1	-5	-2	7	-9	1.2	87	3	-3	0
CCCCN(C(=O)c1ccc([N+](=O)[O-])s1)c1c(N)n(CC(C)C)c(=O)[nH]c1=O	4	-12	-11	-4	2.0	116	-3	-3	0
Cc1cc(C)c(S(=O)(=O)NC(CC(=O)O)c2cccc([N+](=O)[O-])c2)c(C)c1 (stereo not drawn)	-17	4	-10	-1	-1.7	103	2	-4	-2
COc1ccc2cc(CCNC(=O)CC(C)(C)C)c(=O)[nH]c2c1	-1	7	0	-3	1.1	90	-3	2	-5
CCCC(=O)c1ccc(N2CCN(C(=O)c3ccc(Br)cc3)CC2)c(F)c1	-4	-4	-2	6	0.2	84	1	-2	0
C=CCOCCN(C)C1=NS(=O)(=O)c2cc([N+](=O)[O-])ccc21	-12	2	1	-1	-1.9	107	-2	-3	-3
O=C(N=C1SC2CS(=O)(=O)CC2N1c1cccc(Cl)c1Cl)C1CCCO1 (stereo not drawn)	3	-3	19	11	-0.7	85	2	1	-4
C#Cc1ccc(C(=O)Nc2ccc(N3CCC(C)CC3)c(C(N)=O)c2)cc1	-31	13	9	12	1.0	84	5	-3	3
CN1CCN(c2ccc(S(=O)(=O)N3CCCCC3)cn2)CC1	-1	-10	11	2	2.7	107	-1	-2	-7
CCOc1ccc(CC(=O)N2CCN=C2SCc2ccc([N+](=O)[O-])cc2)cc1	-23	-4	-8	3	2.5	78	7	1	2
COc1ccc(C(CNC(=O)CCC(=O)c2ccc(C)s2)N2CCOCC2)cc1 (stereo not drawn)	8	/	16	/	0.2	94	/	/	-6
CN(Cc1cccc(Cl)c1)C(=O)C1CCN(C(=O)Nc2ccccc2)CC1	-11	3	10	2	0.5	98	1	0	0
O=S(=O)(NC1CCCCC1N1CCN(c2ccccc2F)CC1)c1ccccc1 (stereo not drawn)	-6	-16	-13	6	0.9	107	-3	-2	-3
O=C(NCCCN1CCN(Cc2ccccc2)CC1)C1CCN(S(=O)(=O)N2CCC3(CC2)OCCO3)CC1	26	-12	-3	-5	1.4	96	0	-6	0
CCCC(=O)Nc1c(-c2ccccc2)c(=O)c(C)nn1-c1ccc(Cl)cc1	2	-2	-8	-9	-2.2	93	2	-3	-1
CCOC(=O)C1=C(C)NC(=O)C(C(N)=O)C12CCCC2 (stereo not drawn)	11	14	-6	0	-1.1	96	-2	1	-3
CCOC(=O)c1cc2oc(C(c3nnnn3C3CCCCC3)N3CCOCC3)cc2[nH]1 (stereo not drawn)	/	4	-3	-2	3.5	102	1	3	0
CCOC(=O)C1(S(=O)(=O)c2ccc(Cl)cc2)CCN(Cc2ccccc2)CC1	-3	12	10	4	3.5	101	2	0	7
O=C1CC2(CCN(C(=O)c3ccccc3[N+](=O)[O-])CC2)Oc2ccccc21	1	-1	-2	3	-0.9	113	-3	4	-7
Clc1ccc2nc(-c3ccccn3)c(Nc3ccc4c(c3)OCO4)n2c1	-9	5	2	-9	3.4	95	6	5	46*
CCn1ncc(Br)c1C(=O)Nc1ccc(C(C)C)cc1	15	-8	5	-4	0.7	114	3	-2	1
Cn1c(=O)[nH]c(=O)c2c1nc(CN1CCN(c3cccc(Cl)c3)CC1)n2CCc1ccccc1	-6&-5	12	7	11	4.6	110	0	2	7
Cc1c(CC(=O)O)c(=O)oc2cc3c(cc12)CCC(C)(C)O3	3	6	4	-2	0.5	104	0	-4	4

Following part.
SMILES	GASC-1 inh	EBNA-1 inh	ZTA counter	core dimer inh	PP5 inh	CR mimetic SO	CTSL1 counter	TPT1 inh	PP1 inh
CC(Oc1ccccc1)C(=O)NC1CCN(Cc2ccccc2)CC1 (stereo not drawn)	0	-8	2	3	-2.7	78	11	-3	8
C[C@H](NS(=O)(=O)OCC(Cl)(Cl)Cl)C1CC1c1ccccc1 (stereo partly drawn)	-9	-3	7	4	2.5	98	4	2	6
CSCCC(NC(N)=O)C(=O)NCc1cccc(Cl)c1 (stereo not drawn)	1	13	5	1	-3.0	105	3	-1	0
COc1ccc(/C=N/N2CCN(Cc3ccc(C)cc3)CC2)cc1Br	3	2	-6	-5	-1.0	101	-2	-2	-1
CCOc1ccc(NC(=O)CN(C2CCCCC2)S(C)(=O)=O)cc1	1	5	11	0	-0.4	110	-1	0	1
O=C(CCNC(=O)C1CCN(S(=O)(=O)c2ccccc2)CC1)NC1CC1	-2	-1	2	4	1.7	90	-2	-2	-7
CCOC(=O)c1c(-c2ccccc2)n(C)c2ccc(O)cc12	5	1	12	0	2.1	117	-1	2	2
O=c1oc2cc(O)c(Cl)cc2c2ccccc12	-5	5	11	16	-3.8	104	2	0	-2
Cc1ccc(S(=O)(=O)C2(C(=O)Nc3ccc(C(C)C)cc3)CC2)cc1	-14	0	-2	0	4.6	84	9	-1	-3
Cc1nc(NCCCN2CCOCC2)c2oc3ccccc3c2n1	-5	-23	-8	-3	0.8	105	0	0	-6
COc1ccccc1N(CC(=O)NC1CC2CCC1C2)S(=O)(=O)c1ccc(C)cc1 (stereo not drawn)	-17	-5	2	7	5.0	90	-2	-1	-3
CCOc1ncccc1C(=O)N1CCN(S(=O)(=O)c2ccc3c(c2)OCCO3)CC1	7	/	6	/	2.2	84	/	/	-4
Cc1nnsc1-c1c(C(=O)O)c(C)nn1-c1ccc(OC(F)(F)F)cc1	21	6	-13	1	0.0	112	-6	-1	-7
CCOc1cc(NC(=O)c2ccccn2)c(OCC)cc1NC(=O)c1ccc(C)cc1	-5	-1	-3	3	-0.4	99	1	3	2
Cc1nc(SCC(=O)N2CCCCCC2)[nH]c(=O)c1C	46	-5	1	-2	1.0	105	5	-2	-2
Cc1ccnc(NC(=O)/C=C/c2ccccc2Cl)c1	2	0	-12	-9	1.6	99	-1	-2	2
O=C(Cn1cnc2ccccc2c1=O)N1CCN(S(=O)(=O)c2ccc(F)cc2)CC1	-4	/	-5	/	0.7	101	/	/	1
CCc1cc(Cn2nc(-c3ccccc3)cc2C(=O)NCc2cccs2)on1	2	-10	10	1	7.5	104	-1	3	8
O=C(COc1ccc(S(=O)(=O)N2CCOCC2)cc1)N1CCOCC1	-5	/	1	/	1.1	98	/	/	-4
CCc1ccc(N2CC(C(=O)N/N=C/c3ccccc3OC)CC2=O)cc1 (stereo not drawn)	-7	7	14	14	3.9	92	1	0	2
COc1ccc(CCNc2cc(N3CCN(C(=O)c4ccccc4F)CC3)ccc2[N+](=O)[O-])cc1OC	0	-8	6	21	4.5	109	1	1	-1
O=C(CN(C(=O)CCC(=O)Nc1ccccn1)c1ccc(F)cc1)NCCc1ccccc1	-2	1	-13	8	4.5	102	0	-3	0
Cc1ccc(-c2nc(Nc3cccc(O)c3)c3ccccc3n2)cc1	11	-8	6	4	6.5	101	-3	1	3
COc1cccc([C@@H]2CC=C(C(=O)O)[C@H](c3cccc(Cl)c3)N2S(=O)(=O)c2ccc(C)cc2)c1	0	6	-8	32	1.1	96	-3	-1	-1
O=C1Nc2ccc(NS(=O)(=O)c3cccs3)c3cccc1c23	3	10	1	-25	-1.4	109	1	-3	-1

Copied from the entries so far for reference:
SMILES	GASC-1 inh	EBNA-1 inh	ZTA counter	core dimer inh	PP5 inh	CR mimetic SO	CTSL1 counter	TPT1 inh	PP1 inh
CN1CCN(c2ccc(S(=O)(=O)N3CCCCC3)cn2)CC1	-1	-10	11	2	2.7	107	-1	-2	-7
CCOc1ccc(CC(=O)N2CCN=C2SCc2ccc([N+](=O)[O-])cc2)cc1	-23	-4	-8	3	2.5	78	7	1	2
COc1ccc(C(CNC(=O)CCC(=O)c2ccc(C)s2)N2CCOCC2)cc1 (stereo not drawn)	8	/	16	/	0.2	94	/	/	-6
CN(Cc1cccc(Cl)c1)C(=O)C1CCN(C(=O)Nc2ccccc2)CC1	-11	3	10	2	0.5	98	1	0	0
O=S(=O)(NC1CCCCC1N1CCN(c2ccccc2F)CC1)c1ccccc1 (stereo not drawn)	-6	-16	-13	6	0.9	107	-3	-2	-3
O=C(NCCCN1CCN(Cc2ccccc2)CC1)C1CCN(S(=O)(=O)N2CCC3(CC2)OCCO3)CC1	26	-12	-3	-5	1.4	96	0	-6	0

Next records
SMILES	GASC-1 inh	EBNA-1 inh	ZTA counter	core dimer inh	PP5 inh	CR mimetic SO	CTSL1 counter	TPT1 inh	PP1 inh
COC(=O)c1nn(-c2ccccc2)c(Cl)c1/C=N/OCc1ccc(C)cc1	-21	9	0	-2	2.0	98	2	1	-4
COc1ccc(OCC(=O)Nc2ccc3c(c2)nc(CCn2ccccc2=O)n3C)cc1	15	-7	-9	4	-0.2	91	-1	-2	-2
COc1ccc(C(=O)NC(=S)Nc2ccc(S(=O)(=O)Nc3cc(OC)ncn3)cc2)cc1	-12	-2	-1	6	3.6	89	1	-1	5
C1CCC(C23CC4CC(CC(C4)C2)C3)NC1 (stereo not drawn)	10	8	-1	-4	-0.5	93	-1	1	-2
CCOc1ccccc1NC(=O)C1CCC(CNc2c(N3CCOCC3)c(=O)c2=O)CC1 (stereo not drawn)	2	4	4	-2	-0.3	88	1	0	-1
COc1ccc(CCN2CC(C(=O)NCCc3ccccc3)CC2=O)cc1OC (stereo not drawn)	3	7	-6	-4	0.6	104	3	-2	-2
CCOC(=O)c1oc2cc(OCC(=O)OC)ccc2c(=O)c1-c1ccc(OC)c(OC)c1	-4	2	-2	1	1.2	98	-2	-6	1
COc1ccc(C(C(C(=O)c2ccco2)N2CCOCC2)N2CCOCC2)cc1 (stereo not drawn)	34	-7	-1	4	3.7	100	-4	-3	-4
CCCNC(=S)N1CCN(C)CC1	-4	9	-3	0	1.0	95	-2	2	1
Cc1cccc(OCC(O)CN2C(C)(C)CC(O)CC2(C)C)c1C (stereo not drawn)	-3	10	-2	-9	-1.1	100	-3	-3	2
N#CC1(NC(=O)COC(=O)CN2C(=O)c3ccccc3C2=O)CCCCC1	0	7	21	1	1.1	82	6	-3	-6
O=C(NC(=S)Nc1ccccc1N1CCCC1)c1cccs1	-2	-11	3	3	0.5	93	8	1	-2
c1coc(-c2nc3c([nH]2)CCc2nonc2-3)c1	-14	-13	-9	-7	3.2	90	0	4	-3
COc1ccc(C(=O)N/C(=C\c2ccc3c(c2)OCO3)C(=O)Nc2cccc(C(=O)O)c2)cc1	-2	2	-3	4	-0.6	97	0	-1	6
COc1ccc2c(c1)C(C)CC(C)(C)N2C(=O)CSc1nc2ccccc2s1 (stereo not drawn)	-22	-10	-3	12	2.6	95	1	1	1
COc1cc(C(=O)NC(=S)Nc2ccc3[nH]c(=O)[nH]c3c2)cc(OC)c1OC	-4	-7	-15	2	3.0	95	0	-5	8
Cc1ccc2cc(CN(CC(C)C)S(=O)(=O)c3cccc4nonc34)c(=O)[nH]c2c1	5	3	11	15	0.1	92	4	1	-2
COc1ccc(NC(=O)c2cnc(SC)nc2)cc1	4	11	1	2	1.2	93	1	1	2
COCC(=O)NC(c1ccccc1)c1ccccc1	10	4	12	1	-0.8	96	0	-6	-3
CCOC(=O)C1(CCOc2ccccc2)CCN(C(=O)c2cncs2)CC1	-1	0	2	2	2.1	97	-1	0	-2
Cc1nc(Cl)c(C(=O)NCCC(C)C)c(C)c1[N+](=O)[O-]	-4	8	9	7	-1.9	102	-1	2	-4
CCn1c(/C=C/c2ccccc2)nc2ccccc2c1=O	-4	0	-16	1	-1.2	101	-4	2	1
Nc1cc(N)nc(SCc2nnnn2-c2ccc(Cl)cc2)n1	-10	-3	10	-2	-1.1	108	-2	0	-2
CN(Cc1ccccc1)C(=O)c1nc2ccccn2c1CNCCn1cccn1	7	16	-7	3	-2.2	98	-2	1	-1
